# GASC1 inh = inhibitors of GASC-1 (KDM4C) histone demethylase, primary screen, biochemical, single concentration HTS. Lysine-specific demethylase 4C (Homo sapiens), Q9H3R0. GST-KDM4C 2-372, H3K9me3 peptide, LANCE TR-FRET. inhibition, % at 12.5 µM. actives 0.15% (n = 96,000). AID 720574, 2013;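 active = mean replicate inhibition above about 25%, with at least 55% of replicates also reaching it, limit read from the data, passing the limit was not always enough; inconclusive = only one of those two conditions met; inactive = neither condition met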
# Target sequence (Q9H3R0 2-372 limits assumed): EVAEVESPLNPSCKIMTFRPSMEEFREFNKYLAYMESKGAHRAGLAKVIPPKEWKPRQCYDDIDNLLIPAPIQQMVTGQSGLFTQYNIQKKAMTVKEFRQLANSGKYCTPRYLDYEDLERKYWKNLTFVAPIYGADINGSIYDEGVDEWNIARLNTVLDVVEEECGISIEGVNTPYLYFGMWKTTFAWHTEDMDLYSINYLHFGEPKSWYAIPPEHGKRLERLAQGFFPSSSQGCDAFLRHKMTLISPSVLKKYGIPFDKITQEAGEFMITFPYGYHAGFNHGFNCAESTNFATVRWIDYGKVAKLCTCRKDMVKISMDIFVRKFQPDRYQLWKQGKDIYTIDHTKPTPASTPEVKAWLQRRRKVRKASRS
#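 Material: N-terminal GST-fused human GASC-1 (KDM4C) fragment, residues 2-372. Input: 10 nM enzyme. Incubation: enzyme reaction 30 min, then detection 60 min, both room temperature. Doses: one test concentration per compound. Read-out basis: inhibition from TR-FRET ratio decrease. Detection: LANCE TR-FRET, excitation 340 nm, emissions 618 and 671 nm.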
# T cruzi growth = T. cruzi intracellular proliferation inhibitors, primary screen, cell-based, beta-gal Tulahuen parasites, NIH3T3 host, luminescence; AID 624255, 2012; inhibition, % at 8.34 µM; actives 5.9% (n = 77,000); T. cruzi beta-gal in NIH3T3, GalScreen luminescence, 90 h;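 active = mean inhibition above about 93%, with at least 55% of replicates each passing it, limit read from the data, passing the limit was not always enough; inconclusive = only one of those two conditions holds; inactive = neither condition holds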
# C diff HTS = C. difficile growth inhibitors, primary screen, HTS | Clostridium difficile clinical isolate growth, OD600, 24 h; active compounds read low | growth activity, negative = inhibition, % at 16 µg/mL (by protocol) | actives 0.25% (n = 86,000) | AID 1259249, 2017;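 active = mean growth activity at or below -80% and every replicate also at or below -80%; inconclusive = mean at or below -80% but some replicate above -80%; inactive = mean growth activity above -80%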;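 also: 0% = DMSO wells and -100% = levofloxacin 16 µg/mL wells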
# Pf Dd2 growth = P. falciparum Dd2 growth inhibitors, primary screen, SYBR Green fluorescence, single dose replicates; 72 h; active compounds read low; AID 1159554, 2015; actives 2.3% (n = 94,000); activity change, % at 10 µM; in the data active = activity change below about -80%; inconclusive = no clear call, values can overlap the other calls
# Active calls of the source: *; ? = inconclusive; · = no result given; & = joins results of further samples. Rows were taken by chance, and some 6.7% of all compounds hit somewhere here.
# Every second line gives: Pf Dd2 growth	T cruzi growth	GASC1 inh	C diff HTS
> Cc1noc(C)c1NC(=O)N(C)C[C@@H]1Oc2ccc(NS(=O)(=O)c3cccs3)cc2CC(=O)N([C@H](C)CO)C[C@@H]1C
    24	-2	0.2	1
> O=S(=O)(c1cccc(F)c1)N1CC[C@@H]2[C@H]1c1cc(C#Cc3cccc(F)c3)ccc1N[C@@H]2CO
    -11	30	-1.5	-5
> C[C@H]1CN([C@@H](C)CO)C(=O)c2cc(-c3ccc(F)cc3)cnc2O[C@H]1CN(C)C(=O)c1ccncc1
    -19	19	-1.3	·
> CN1[C@@H]2Cn3c(ccc(-c4cccc(F)c4)c3=O)[C@H]1[C@@H](C(=O)Nc1nccs1)[C@@H]2CO
    ·	28	-1.6	-11
> OC[C@@H]1[C@@H](c2ccccc2)C2(CN(Cc3cccnc3)C2)N1Cc1ccncc1
    -3	·	3.7	-2
> C[C@@H]1CCCCO[C@@H](CN(C)Cc2ccncc2)[C@H](C)CN([C@@H](C)CO)C(=O)c2cc(NC(=O)CCCN(C)C)ccc2O1
    0	8	7.9	-1
> Cc1noc(C)c1NC(=O)N(C)C[C@H]1Oc2c(NS(=O)(=O)c3ccc(F)cc3)cccc2C(=O)N([C@H](C)CO)C[C@@H]1C
    27	·	-1.1	-2
> COc1ccc(NC(=O)Nc2cccc3c2O[C@@H](CN(C)C(=O)Nc2ccc(OC)cc2)[C@@H](C)CN([C@@H](C)CO)C3=O)cc1
    -58	27	-1.5	-11
> CN(C)C(=O)c1ccc(-c2ccccc2[C@H]2[C@@H](CO)N(C(=O)C3CCCCC3)[C@H]2C#N)cc1
    -19	·	1.2	-10
> O=C(C[C@H]1CC[C@@H]2[C@H](COC[C@@H](O)CN2Cc2cc(F)cc(F)c2)O1)Nc1nccs1
    -14	57	0.4	2&0
> C[C@@H]1CN([C@@H](C)CO)C(=O)c2cc(NC(=O)Cc3ccccc3)ccc2O[C@@H](C)CCCCO[C@@H]1CN(C)C(=O)c1ccccc1
    -52	76	-0.9	0
> CCNC(=O)C[C@H]1CC[C@H]2[C@H](COc3ccc(NC(=O)c4cccc(C(F)(F)F)c4)cc3C(=O)N2C)O1
    5	17	1.4	17
> COc1cccc(C#Cc2ccc3c(c2)O[C@H](CN(C)S(=O)(=O)c2ccccc2F)[C@H](C)CN([C@H](C)CO)S3(=O)=O)c1
    -63&-75	130*	5.4	6&4
> CCCNC(=O)C[C@@H]1C[C@H]2c3cc(NC(=O)Nc4ccc(F)cc4)ccc3O[C@H]2[C@H](CO)O1
    -8	45	-0.9	5
> C[C@H]1CN([C@@H](C)CO)C(=O)Cc2cc(NC(=O)C3CCCCC3)ccc2O[C@H]1CN(C)Cc1ccc(C(=O)Nc2ccccc2N)cc1
    ?	89	0.0	1
> C[C@@H]1CN([C@H](C)CO)C(=O)c2cccc(NS(=O)(=O)c3ccc(Cl)cc3)c2O[C@H]1CN(C)C(=O)Nc1ccc2c(c1)OCO2
    6	-10	-0.6	-9
> C[C@@H]1CN([C@H](C)CO)C(=O)c2cc(NC(=O)Nc3ccc(F)cc3)ccc2O[C@@H](C)CCCCO[C@@H]1CN(C)Cc1ccc2c(c1)OCO2
    ?	88	-3.3	24
> OC[C@@H]1[C@H](c2ccc(-c3ccc(F)cc3)cc2)[C@@H]2CN(Cc3cccnc3)CCCCN12
    -40	123*	-0.2	-8
> CN1C(=O)c2cc(NC(=O)c3cnccn3)ccc2OC[C@H]2O[C@@H](CC(=O)NCC3CC3)CC[C@@H]21
    15	·	0.3	-1
> C[C@@H]1CN([C@@H](C)CO)C(=O)c2cccc(NS(=O)(=O)c3ccccc3)c2O[C@H]1CN(C)Cc1ccc(C(=O)O)cc1
    13	4	0.2	-3
> CO[C@@H]1CN(C)C(=O)c2cc(NC(C)=O)ccc2OC[C@@H](C)N(Cc2cc(F)ccc2F)C[C@@H]1C
    -6	-2	-0.1	·
> C[C@H](CO)N1C[C@H](C)[C@@H](CN(C)S(=O)(=O)c2ccccc2)OCCCC[C@H](C)Oc2ccc(NC(=O)Nc3cccc4ccccc34)cc2C1=O
    -43	84	-2.3	-1
> CCN1[C@@H]2c3ccc(-c4ccc(OC)cc4)c(=O)n3C[C@@H]2[C@@H](CO)[C@@H]1C(=O)N(C)C
    0	-21	8.2	2
> C[C@@H]1CCCCO[C@@H](CN(C)C(=O)C2CCCCC2)[C@H](C)CN([C@@H](C)CO)C(=O)c2cc(NS(=O)(=O)c3cccs3)ccc2O1
    -9	17	-0.7	-5
> CN1c2ccc(C3=CCCCC3)cc2[C@@H]2[C@@H](CCN2C(=O)C2CC2)[C@@H]1CO
    -33	·	6.4	4
> CC(=O)N(CC(C)C)C[C@@H]1[C@H](c2ccc(C3=CCCC3)cc2)[C@H](CO)N1C(C)=O
    -8	·	-0.2	4
> CO[C@H]1CN(C)C(=O)c2cc(NS(=O)(=O)CC(F)(F)F)ccc2OC[C@H](C)N(Cc2ccccn2)C[C@H]1C
    -31	65	0.4	·
> COc1ccc(NC(=O)Nc2cccc3c2O[C@@H](CN(C)C(=O)NC(C)C)[C@@H](C)CN([C@@H](C)CO)C3=O)cc1
    -3	23	0.2	-1
> CCC(=O)N(C)C[C@H]1[C@H](c2ccc(C3=CCCCC3)cc2)[C@@H](CO)N1C(=O)CC
    11	29	2.9	-5
> C[C@@H]1CN([C@@H](C)CO)C(=O)c2cccc(NC(=O)CCCCCC(=O)Nc3ccccc3N)c2O[C@H]1CN(C)S(C)(=O)=O
    17	·	-2.2	0
> C[C@H](CO)N1C[C@H](C)[C@H](CN(C)C(=O)Cc2ccccc2)Oc2ncc(-c3ccccc3)cc2C1=O
    -17	-87	1.4	-1
> COC(=O)[C@H]1[C@H](CO)[C@H]2Cn3c(ccc(-c4cccc(OC)c4)c3=O)[C@H]2N1Cc1nccs1
    ·	-38	0.5	3
> CO[C@@H]1CN(C)C(=O)c2cc(NS(=O)(=O)CC(F)(F)F)ccc2OC[C@@H](C)N(Cc2ccccn2)C[C@H]1C
    -7	46	-0.5	·
> CO[C@H]1CN(C)C(=O)c2ccc(NC(=O)C3CCCCC3)cc2OC[C@@H](C)N(Cc2cccnc2)C[C@@H]1C
    -32	24	5.6	-1
> C[C@@H]1CN([C@@H](C)CO)S(=O)(=O)c2ccc(-c3cccc(F)c3)cc2O[C@@H]1CN(C)C
    ·	-6	1.2	-4
> C[C@H](CO)N1C[C@H](C)[C@H](CN(C)S(=O)(=O)c2cn(C)cn2)Oc2c(NS(C)(=O)=O)cccc2C1=O
    -2	-116	0.3	·
> COCC#Cc1ccc2c(c1)O[C@@H](CN(C)C(=O)CN(C)C)[C@H](C)CN([C@@H](C)CO)S2(=O)=O
    10	-38	0.8	-8
> C/C=C/c1cnc2c(c1)C(=O)N([C@@H](C)CO)C[C@H](C)[C@@H](CN(C)Cc1cccc(C(=O)O)c1)O2
    36	·	-1.6	-4
> C[C@@H]1CN([C@H](C)CO)C(=O)Cc2cc(NC(=O)C3CC3)ccc2O[C@@H]1CN(C)S(=O)(=O)c1ccccc1
    5	-4	-1.2	7
> CCCNC(=O)N1C[C@@H]2[C@H](c3ccccc31)[C@H](CO)N2C(=O)NCCC
    2	16	-0.7	-2
> CO[C@H]1CN(C)C(=O)c2cc(NS(C)(=O)=O)ccc2OC[C@H](C)N(CC2CCCCC2)C[C@@H]1C
    -59	-22	0.4	·
> C[C@@H]1CCCCO[C@@H](CN(C)CC2CCCCC2)[C@H](C)CN([C@H](C)CO)C(=O)c2cc(NS(=O)(=O)c3ccc(F)cc3)ccc2O1
    -51	85	-0.9	20
> CC(=O)N1[C@H](CO)[C@@H](c2ccc(C3=CCCC3)cc2)C12CN(C(=O)C1CC1)C2
    35	·	1.9	1
> Cc1ccc(S(=O)(=O)Nc2ccc3c(c2)C(=O)N([C@@H](C)CO)C[C@H](C)[C@@H](CN(C)S(=O)(=O)c2ccccc2)OCCCC[C@@H](C)O3)cc1
    -76	85	0.0	-6
> CO[C@H]1CN(C)C(=O)c2cc(NC(=O)Cc3ccccc3)ccc2OC[C@H](C)N(CC2CC2)C[C@@H]1C
    10	-49	-0.1	0
> C[C@@H]1CCCCO[C@H](CN(C)Cc2ccc(Cl)c(Cl)c2)[C@H](C)CN([C@@H](C)CO)C(=O)c2cc(NC(=O)Nc3ccccc3)ccc2O1
    -85*	76	-2.8	8
> C[C@@H]1CCCCO[C@H](CN(C)S(=O)(=O)c2cccs2)[C@@H](C)CN([C@H](C)CO)C(=O)c2cc(NS(=O)(=O)c3ccc(F)cc3)ccc2O1
    ·	38	12	-11
> COc1ccc(NC(=O)N[C@@H]2C=C[C@@H](CC(=O)NC3CCC3)O[C@H]2CO)cc1
    -5	·	-0.3	2
> COc1cccc(NC(=O)Nc2ccc3c(c2)C(=O)N(C)[C@@H]2CC[C@H](CC(=O)O)O[C@@H]2CO3)c1
    2	-36	5.8	-4
> CCNC(=O)C[C@H]1CC[C@H]2[C@H](COc3ccc(NC(=O)c4ccc(C(F)(F)F)cc4)cc3C(=O)N2C)O1
    4	20	0.0	2
> CC(C)OC(=O)N(C)C[C@H]1OCc2cnnn2CCCC(=O)N([C@H](C)CO)C[C@@H]1C
    0&9	10&9	-1.3	-1
> COc1ccc2c3c([nH]c2c1)[C@@H](CO)N(C)CC31CN(S(=O)(=O)c2cccc(F)c2)C1
    -14	·	-0.1	-1
> C[C@@H]1CN([C@H](C)CO)C(=O)Cc2cc(NC(=O)Cn3cnnn3)ccc2O[C@@H]1CN(C)S(=O)(=O)c1cn(C)cn1
    39	-2	0.3	0
> COc1ccc(NC(=O)N(C)C[C@H]2Oc3ccc(NS(=O)(=O)c4ccccc4)cc3CC(=O)N([C@H](C)CO)C[C@H]2C)cc1
    35	9	-1.4	-7
> COc1ccc(CN(C)C[C@@H]2OCCCC[C@H](C)Oc3ccc(NS(=O)(=O)c4ccc(Cl)cc4)cc3C(=O)N([C@H](C)CO)C[C@@H]2C)cc1
    -52	99	-0.9	20
> C[C@@H]1CN([C@@H](C)CO)C(=O)CCCn2cc(nn2)CO[C@H]1CN(C)S(=O)(=O)c1ccc(Oc2ccccc2)nc1
    17	·	-0.9	0
> C[C@@H]1CN([C@@H](C)CO)C(=O)Cc2cc(NC(=O)Nc3ccc(F)cc3)ccc2O[C@H]1CN(C)Cc1ccc(C(=O)Nc2ccccc2N)cc1
    -34	·	3.6	9
> COCC#Cc1cnc2c(c1)C(=O)N([C@@H](C)CO)C[C@H](C)[C@@H](CN(C)C(=O)CN1CCOCC1)O2
    -35	·	0.7	-1
> Cc1ccccc1-c1ccc2c(c1)O[C@H](CN(C)C(=O)Nc1ccccc1)[C@H](C)CN([C@H](C)CO)S2(=O)=O
    -9	73	-4.3	0
> COCC(=O)N1[C@@H]2CN(C(=O)C3CC3)c3ccccc3[C@@H]2[C@@H]1CO
    0	0	2.8	-4

# Later entries.
# Every second line gives: Pf Dd2 growth	T cruzi growth	GASC1 inh	C diff HTS
> C[C@H]1CN([C@@H](C)CO)C(=O)c2cc(NC(=O)Nc3ccc4c(c3)OCO4)ccc2O[C@H]1CN(C)C
    24	-35	16	4
> Cc1noc(C)c1NC(=O)N(C)C[C@@H]1Oc2c(cccc2N(C)C)C(=O)N([C@@H](C)CO)C[C@@H]1C
    -2	30	0.8	1
> Cn1cnc(S(=O)(=O)N2CCCCN3[C@H](C2)[C@H](c2ccc(-c4ccc(F)cc4)cc2)[C@@H]3CO)c1
    24	48	-1.1	-2
> O=C(C[C@H]1CC[C@H]2[C@@H](COC[C@H](O)CN2Cc2cccc(C(F)(F)F)c2)O1)NCc1ccncc1
    -3	71	-2.5	·
> O=C(Nc1ccc(Cl)cc1)N1C[C@H]2[C@@H](c3ccccc31)[C@@H](CO)N2C(=O)c1ccccn1
    6	-17	0.5	2
> O=C(Cc1ccccn1)N1CC(=O)N2[C@H](C1)[C@@H](c1ccc(-c3ccc(F)cc3)cc1)[C@@H]2CO
    -5	·	1.2	-8
> COc1ccc2c3c([nH]c2c1)[C@@H](CO)N(Cc1nccs1)CC31CCN(C(=O)C2CCCCC2)CC1
    -68	·	-0.2	-13

# As a short view, part of the list above.
# Every second line gives: Pf Dd2 growth	T cruzi growth	GASC1 inh	C diff HTS
> Cc1noc(C)c1NC(=O)N(C)C[C@@H]1Oc2c(cccc2N(C)C)C(=O)N([C@@H](C)CO)C[C@@H]1C
    -2	30	0.8	1
> Cn1cnc(S(=O)(=O)N2CCCCN3[C@H](C2)[C@H](c2ccc(-c4ccc(F)cc4)cc2)[C@@H]3CO)c1
    24	48	-1.1	-2
> O=C(C[C@H]1CC[C@H]2[C@@H](COC[C@H](O)CN2Cc2cccc(C(F)(F)F)c2)O1)NCc1ccncc1
    -3	71	-2.5	·
